Compound activity from PubChem.
Spn DPM-DC inh: blocks S. pneumoniae diphosphomevalonate decarboxylase. calls only at 10 µM. 0.49% of 65,000 active. AID 556. purified DPM-DC, PK/LDH coupled NADH fluorescence;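 active = the 320 compounds with the highest percent inhibition in the single-dose primary screen, excluding strongly autofluorescent ones, cut at about 32% in these data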;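 note: kinetic rate of NADH fluorescence loss reporting ADP formed by the decarboxylase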
Spn MK inh: S. pneumoniae mevalonate kinase inhibition; 0.48% of 65,000 active; inhibition, % at 10 µM; purified MK, PK/LDH-coupled NADH absorbance 340 nm; AID 555;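 active = ranked among the strongest by inhibition in the single 10 µM screen, a fixed top-ranked set picked for dose follow-up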; note: no value below 0 was filed
HPDE-C7 cytotoxicity: cytotoxicity in HPDE-C7 cells, cell-based, fluorescence, HTS (AID 430) | HPDE-C7 pancreatic duct cells viability, fluorescence; higher % means a stronger effect | cytotoxicity, % at 10 µM; hits with a dose series show EC50 in µM | 1.8% of 63,000 active;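 note: cells exposed to compound for 48 hours before viability readout; 0% = vehicle and 100% = reference cytotoxic drug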
HT1080 cytotoxicity: cytotoxicity in HT1080 fibrosarcoma cells, cell-based, fluorescence readout (AID 620); 0.42% of 87,000 active; cytotoxicity, % at 10 µM; hits with a dose series show EC50 in µM; HT1080 viability, fluorescence; higher % means a stronger effect;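 note: cells exposed to compound overnight then 4 h with Alamar Blue; 0% = vehicle DMSO and 100% = killing control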
Bfl-1 inhibitors: displacement of Bid BH3 peptide from Bfl-1 – biochemical, fluorescence polarization, FITC-Bid, mouse, primary screen (AID 432) | 0.02% of 64,000 active | displacement, % at 20 µM, or IC50 in µM where a hit was titrated | FITC-Bid BH3 peptide fluorescence polarization displacement; higher % means a stronger effect; in the data active = a potency from the dose series; inactive = the rest, 99 in 100 with displacement below about 15%; note: strong numbers were not always called active
TNAP inhibition: human TNAP enzyme inhibitors, biochemical, luminescent (AID 518); 0.09% of 64,000 active; purified TNAP enzyme, luminescent substrate readout; higher % means a stronger effect; inhibition, % at 20 µM, or IC50 in µM where a hit was titrated; in the data active = a potency from the dose series; inactive = the rest, 99 in 100 with inhibition below about 22%;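 note: plate controls were vehicle for no effect and reference inhibitor for full effect; many of its hits are not listed in these tables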
HPDE-C7K KRASV12: cytotoxicity in KRAS-transformed pancreatic duct cells, primary screen, cell-based, fluorescence, HTS (AID 431) | HPDE-C7K KRASV12 cells, Alamar Blue viability, 48 h; higher % means a stronger effect | one-dose cytotoxicity, % at 10 µM; EC50 in µM for titrated hits | 1.7% of 63,000 active;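 active = compounds whose percent cytotoxicity in the single-dose primary screen, scaled between solvent and toxic-drug controls, exceeds 50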;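 note: 0% = DMSO solvent wells and 100% = doxorubicin-treated wells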
LYP inhibition: LYP phosphatase inhibitors, primary screen, biochemical, DiFMUP fluorescence, recombinant catalytic domain, 10 µM (AID 606); 52,000 tested, under 10 active; inhibition, % at 10 µM, or IC50 in µM where a hit was titrated; recombinant LYP catalytic domain, DiFMUP fluorescence; higher % means a stronger effect;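 active = IC50 under 40 µM in the dose-response test; inactive = IC50 of 40 µM or more, or never dose-tested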
PMK inhibit: S. pneumoniae PMK inhibition; purified PMK, PK/LDH-coupled NADH absorbance 340 nm; inhibition, % at 10 µM; 0.49% of 65,000 active; AID 539;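 active = top-ranked compounds by inhibition in the single 10 µM screen, taking a fixed number of the strongest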;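 note: 0% = full reaction with DMSO carrier and 100% = background rate without enzyme reaction; no value below 0 was filed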
PMK inhibit pilot replicates: further read-out of PMK inhibit, marked with its call; inhibition, %; measured here: pilot screen replicates
Spn MK inh pilot replicates: further read-out of Spn MK inh, marked with its call; inhibition, %; measured here: pilot screen replicates
Spn DPM-DC inh pilot screen %: also measured in Spn DPM-DC inh; calls as there; inhibition, %; measured here: pilot screen trials
* = called active by the depositor; i = inactive; nt = not tested or not shown. Cut-off read from the data, not from the text of the source, unless noted: active = cytotoxicity above about 50%; inactive = the rest.

SMILES	Spn DPM-DC inh	Spn MK inh	Spn MK inh pilot replicates	HPDE-C7 cytotoxicity	HT1080 cytotoxicity	Bfl-1 inhibitors	TNAP inhibition	HPDE-C7K KRASV12	LYP inhibition	PMK inhibit	PMK inhibit pilot replicates	others
CCc1cc(=O)oc2c(CN3CCN(C)CC3)c(O)c(Cl)cc12	nt	0.0	0.0	9.3%	10.0%	-2.5%	10.0%	-6.4%	nt	3.0	0.5
COc1cc(C2C3C(=O)N(Cc4ccccc4)C(=O)C3ON2c2ccccc2)cc(OC)c1O (stereo not drawn)	i	7.0	nt	8.1%	0.2%	-1.0%	19.9%	2.9%	12.2%	9.0	nt
O=S(=O)(/N=S1/CC=CCN1S(=O)(=O)c1ccccc1)c1ccccc1 (stereo not drawn)	i	7.0	nt	0.4%	3.2%	2.7%	7.2%	5.3%	6.2%	0.0	nt
N#Cc1cc2c(nc1SCc1ccncc1)CCC2	i	14.0	nt	11.2%	1.4%	6.4%	10.1%	16.1%	11.5%	8.0	nt
CC1CCN(S(=O)(=O)c2cccc(C(=O)Nc3nccs3)c2)CC1	i	5.0	nt	-2.4%	-1.5%	-3.4%	19.8%	-18.2%	3.4%	6.0	nt
CCOC(=O)c1c(C)[nH]c(C(=O)Cn2c(=O)c3c(ncn3CC)n(Cc3ccccc3)c2=O)c1C	i	0.0	0.0	4.9%	0.6%	-5.7%	7.4%	10.4%	17.9%	10.0	1.0	Spn DPM-DC inh pilot screen %=0.0
CCOC(=O)N1CCC(N(C(=O)Nc2ccc(Cl)c(Cl)c2)C(C)CC)CC1 (stereo not drawn)	i	0.0	0.0	25.0%	-13.3%	5.6%	18.0%	29.8%	-6.5%	7.0	0.0	Spn DPM-DC inh pilot screen %=0.0
COC(=O)Cn1c(=NC(=O)C2CC2)sc2c(C)cc(C)cc21	i	4.0	nt	-2.0%	3.0%	4.3%	7.6%	8.7%	13.9%	8.0	nt
CC(C)C(=O)Nc1cccc2nsnc12	i	4.0	nt	1.1%	-3.2%	4.4%	9.2%	3.3%	5.2%	17.0	nt
Cc1ccc(-n2nnnc2SCC(=O)NCCC2=CCCCC2)c(C)c1	i	1.0	nt	13.7%	-8.1%	-0.4%	10.6%	7.6%	nt	9.0	nt
CCOC(=O)N1CCN(C2=NC3(CCCCC3)C(C#N)C(=O)N2)CC1 (stereo not drawn)	i	8.0	nt	11.3%	17.7%	-0.4%	11.3%	-12.6%	nt	9.0	nt
Cn1c(SCC(=O)NC2CCCC2)nc2cccnc21	i	14.0	nt	-5.7%	-2.8%	0.1%	12.9%	-4.2%	1.9%	14.0	nt
CCCCC(=O)c1c(O)c2ccccc2oc1=O	i	6.0	nt	9.3%	5.7%	-8.8%	1.5%	17.2%	nt	9.0	nt
O=c1c(-c2ccc3c(c2)OCCO3)coc2c(CN3CCOCC3)c(O)ccc12	nt	11.0	nt	-20.8%	13.3%	-3.9%	5.6%	-12.8%	nt	2.0	nt
CCn1ncc(C2=NOC(C(=O)NCc3ccccc3)C2)c1C (stereo not drawn)	i	0.0	0.0	54.7%*	53.9%*	6.0%	3.9%	48.7%	11.3%	6.0	0.0	Spn DPM-DC inh pilot screen %=0.0
O=C(O)c1ccc(NCc2ccc3c(c2)OCO3)cc1	i	0.0	nt	-19.8%	-15.7%	-6.1%	6.1%	-20.0%	-1.8%	12.0	nt
Nc1ccc2[nH]ncc2c1	nt	5.0	0.0	7.0%	-3.7%	-0.7%	9.0%	28.9%	12.8%	5.0	3.0
COc1cccc(-c2nn(C)c3sc(C(=O)NCc4ccco4)cc23)c1	i	10.0	nt	4.8%	-3.1%	-7.1%	20.3%	8.3%	nt	7.0	nt
O=C(NCCc1ccccc1)C1CCCN1C(=O)Nc1ccc(F)cc1 (stereo not drawn)	i	16.0	nt	-11.3%	1.3%	-0.7%	0.4%	3.0%	nt	15.0	nt
CCCCNC(=O)c1c(C)cc(=O)oc1C	i	0.0	0.0	-14.2%	-2.6%	2.4%	5.8%	-7.2%	-8.6%	15.0	1.5	Spn DPM-DC inh pilot screen %=1.5
COCCOCC(O)CN1CCN(c2ccccc2)CC1 (stereo not drawn)	i	1.0	nt	5.6%	2.3%	-9.3%	5.2%	-2.3%	nt	13.0	nt
CCOc1ccc(C(=O)N2CCN(C(=O)c3ccco3)CC2)cc1OCC	i	9.0	0.0	6.8%	-1.0%	5.6%	5.4%	-5.7%	nt	6.0	0.0	Spn DPM-DC inh pilot screen %=0.5
O=C1CCCc2c1[nH]c1ccc(Br)cc21	i	0.0	nt	-1.0%	2.5%	-3.4%	6.4%	-6.0%	5.6%	0.0	nt
COc1ccc(-c2ccc(-c3noc(-c4ccccc4C)n3)c(OC)n2)cc1	nt	0.0	nt	-23.1%	-15.8%	-3.7%	6.5%	-30.3%	2.5%	3.0	nt
CCn1nccc1C(=O)NC1=C(C#N)CCC1	i	1.0	nt	2.7%	-1.6%	-7.3%	9.1%	2.5%	1.0%	0.0	nt
O=C(Nc1ccc(N2CCOCC2)cc1)Nc1ccc2nc(-c3ccco3)c(-c3ccco3)nc2c1	i	3.0	0.0	76.2%*	37.6%	15.3%	33.9%	80.3%*	nt	0.0	4.0	Spn DPM-DC inh pilot screen %=1.5
Cc1c(CN(C)C(=O)CSc2nc(-c3ccco3)cc(C(F)(F)F)n2)cnn1C	i	5.0	nt	-6.5%	7.5%	-7.9%	2.6%	1.3%	nt	7.0	nt

At a glance, some entries already given.
SMILES	Spn DPM-DC inh	Spn MK inh	Spn MK inh pilot replicates	HPDE-C7 cytotoxicity	HT1080 cytotoxicity	Bfl-1 inhibitors	TNAP inhibition	HPDE-C7K KRASV12	LYP inhibition	PMK inhibit	PMK inhibit pilot replicates	others
COc1cccc(-c2nn(C)c3sc(C(=O)NCc4ccco4)cc23)c1	i	10.0	nt	4.8%	-3.1%	-7.1%	20.3%	8.3%	nt	7.0	nt
O=C(NCCc1ccccc1)C1CCCN1C(=O)Nc1ccc(F)cc1 (stereo not drawn)	i	16.0	nt	-11.3%	1.3%	-0.7%	0.4%	3.0%	nt	15.0	nt
CCCCNC(=O)c1c(C)cc(=O)oc1C	i	0.0	0.0	-14.2%	-2.6%	2.4%	5.8%	-7.2%	-8.6%	15.0	1.5	Spn DPM-DC inh pilot screen %=1.5
COCCOCC(O)CN1CCN(c2ccccc2)CC1 (stereo not drawn)	i	1.0	nt	5.6%	2.3%	-9.3%	5.2%	-2.3%	nt	13.0	nt
CCOc1ccc(C(=O)N2CCN(C(=O)c3ccco3)CC2)cc1OCC	i	9.0	0.0	6.8%	-1.0%	5.6%	5.4%	-5.7%	nt	6.0	0.0	Spn DPM-DC inh pilot screen %=0.5
O=C1CCCc2c1[nH]c1ccc(Br)cc21	i	0.0	nt	-1.0%	2.5%	-3.4%	6.4%	-6.0%	5.6%	0.0	nt
COc1ccc(-c2ccc(-c3noc(-c4ccccc4C)n3)c(OC)n2)cc1	nt	0.0	nt	-23.1%	-15.8%	-3.7%	6.5%	-30.3%	2.5%	3.0	nt
CCn1nccc1C(=O)NC1=C(C#N)CCC1	i	1.0	nt	2.7%	-1.6%	-7.3%	9.1%	2.5%	1.0%	0.0	nt
O=C(Nc1ccc(N2CCOCC2)cc1)Nc1ccc2nc(-c3ccco3)c(-c3ccco3)nc2c1	i	3.0	0.0	76.2%*	37.6%	15.3%	33.9%	80.3%*	nt	0.0	4.0	Spn DPM-DC inh pilot screen %=1.5
Cc1c(CN(C)C(=O)CSc2nc(-c3ccco3)cc(C(F)(F)F)n2)cnn1C	i	5.0	nt	-6.5%	7.5%	-7.9%	2.6%	1.3%	nt	7.0	nt
